RSV CPE inhibition: RSV antiviral activity via CPE protection, HEp-2 cells, primary 10 µM value included (AID 2391); actives 0.13% (n = 310,000); HEp-2 cells, RSV-induced CPE inhibition; higher % means a stronger effect; one-dose CPE inhibition, % at 10 µM; IC50 in µM for titrated hits; in the data active means a potency from the dose series; inconclusive means CPE inhibition mostly from about 23% at the one dose, without a potency; inactive means the rest, 99 in 100 with CPE inhibition below about 21%; further: strong numbers were not always called active
HIV peptide binding: inhibitors of HIV fusion peptide binding, primary screen, biochemical, uHTS, fluorescence dequenching (AID 1986) | actives 0.3% (n = 290,000) | one-dose inhibition, % at 20 µM; IC50 in µM for titrated hits | cell-free peptide binding, fluorescence dequenching, 30 min; higher % means a stronger effect; in the data active means inhibition mostly above about 52%, no sharp cut-off; inactive means mostly below about 76%; further: some results filed as inactive read as strong as hits
Rac1 GTP hydrolysis: MgcRacGAP GTPase-activating activity inhibitors, confirmation, biochemical, ADP Hunter fluorescence. MgcRacGAP-stimulated Rac1 GTP hydrolysis, ADP Hunter fluorescence; higher % means a stronger effect; GST-tagged Rac1 F28L mutant substrate. one-dose inhibition, % at 30 µM; IC50 in µM for titrated hits. actives 0.6% (n = 340,000). AID 624330;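 active means first-screen hits whose inhibition reached a set limit at any dose in the follow-up dose series; inconclusive means inhibition above the set first-screen limit but never retested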;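 further: fluorescence reports GDP produced by GAP-driven GTP hydrolysis; strong numbers were not always called active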
Dengue-2 NS5 capping: flavivirus cap methylation enzyme inhibition – biochemical, confirmation dose response, primary screen (AID 588689) | actives 0.3% (n = 340,000) | inhibition, % at 25 µM, or IC50 in µM where a hit was titrated | Dengue-2 NS5 methyltransferase capping enzyme assay, biochemical; higher % means a stronger effect; in the data active means a potency from the dose series; inconclusive means inhibition above about 29% without an active follow-up result
GPR55 LPI antagonism: inhibition of LPI-stimulated GPR55 beta-arrestin translocation – imaging, U2OS, beta-arrestin-GFP, LPI agonist, primary screen (AID 2013); U2OS GPR55 beta-arrestin-GFP translocation imaging, LPI antagonism; higher % means a stronger effect; one-dose inhibition, % at 10 µM; IC50 in µM for titrated hits; actives 0.13% (n = 290,000);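 active means spots per cell inhibited over 60%, with over 100 cells counted and total cytoplasm intensity under 500,000; inconclusive means wells with under 100 cells, flagged as likely toxic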;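 further: U2OS cells stably carrying GPR55 and arrestin-GFP stimulated by 5 µM LPI near EC80; imaged beta-arrestin-GFP aggregate spots per cell after agonist stimulation; plate controls were LPI-stimulated DMSO wells for no effect and DMSO wells without LPI for full effect; some results filed as inactive read as strong as hits; confirmed hits need IC50 under 10 µM and bright autofluorescent wells are also inconclusive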
GPR35 antagonists: inhibition of zaprinast-stimulated GPR35 beta-arrestin translocation – imaging, U2OS, beta-arrestin-GFP, zaprinast agonist, primary screen (AID 2058); U2OS GPR35 beta-arrestin-GFP translocation imaging, zaprinast antagonism; higher % means a stronger effect; inhibition, % at 10 µM, or IC50 in µM where a hit was titrated; actives 0.052% (n = 290,000);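 active means inhibition of at least 50% with at least 30 cells and total cytoplasm GFP at most 10,000,000; inconclusive means under 30 cells or total GFP of 10,000,000 plus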
UTI89 phage lysis: protection from phage-mediated lysis, alamar blue read-out – E. coli UTI89, K1F phage, bacterial capsule biogenesis inhibitors (AID 488966). E. coli UTI89 K1F phage lysis, alamar blue, 2 h; higher % means a stronger effect. inhibition, % at 100 µM, or IC50 in µM where a hit was titrated. actives 0.02% (n = 340,000);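 active means phage lysis inhibition, versus mean bacterial control, above a set limit; inconclusive means no clear call, values can overlap the other calls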;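 further: capsule biogenesis inhibitors block K1F phage lysis so surviving cells raise fluorescence; higher fluorescence means more inhibition of phage lysis; actives were called in the ten point dose series up to 300 µM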
SV40 large T antigen: SV40 large T antigen inhibitors, biochemical (AID 1903). SV40 large T antigen ATPase/helicase inhibition assay; higher % means a stronger effect. one-dose inhibition, % at 20 µM; IC50 in µM for titrated hits. actives 0.39% (n = 310,000); in the data active means a potency from the dose series; inconclusive means inhibition mostly from about 32% at the one dose, without a potency; inactive means the rest, 99 in 100 with inhibition below about 32%; further: strong numbers were not always called active
Salmonella PhoP GFP: PhoP-dependent GFP reporter repression – Salmonella Typhimurium, primary screen (AID 1863); actives 0.16% (n = 300,000); S. Typhimurium PhoP-regulated promoter GFP reporter, 4 h; higher % means a stronger effect; inhibition, % at 50 µM; hits with a dose series show IC50 in µM;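 active means inhibition over 29.93%, a cutoff 3 SD above the screen mean, later confirmed by dose response; inconclusive means inhibition over 29.93% but no dose response follow-up; inactive means inhibition at most 29.93% or unconfirmed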;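 further: 0% = low Mg2+ inducing control and 100% = high Mg2+ repressing control; strong numbers were not always called active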
Dengue-2 NS5 capping pilot replicate: also measured in Dengue-2 NS5 capping; calls as there; inhibition, %; measured here: pilot screen replicate inhibition
Starred values were filed as active, the others as inactive; ? = inconclusive; . = no result given; [ ] = another dose, or the depositor's remark. An unsorted share of the library; overall some 1.5% were active at least once.

SMILES	RSV CPE inhibition	HIV peptide binding	Rac1 GTP hydrolysis	Dengue-2 NS5 capping	GPR55 LPI antagonism	GPR35 antagonists	UTI89 phage lysis	SV40 large T antigen	Salmonella PhoP GFP	others
Cc1ccc(N2CCN(CCCN3C(=O)C4CCCN4C3=O)CC2)cc1 (configuration not stated)	0.7%	0.9%	12%	-3%	-3%	5%	2.8%[50 µM]	12%	7%
O=C(CN1CCN(Cc2ccccc2)CC1)N/N=C/c1ccco1	.	-0.9%	6%	-3%	9%	6%	0.3%	14%	.
COc1cc(CNc2ccc(CNc3ncn[nH]3)cc2)ccc1OCc1ccccc1	13%	0.1%	6%	1%	-5%	4%	1.9%	15%	29%
CSC1=N/C(=C/c2cccnc2)C(=O)N1Cc1ccccc1	1.2%	-0.9%	12%	-2%	0%	7%	0.6%	10%	-4%
COC(=O)c1ccc(COc2ccc3ccc(=O)oc3c2)o1	0.7%	0.0%	-1%	-5%	8%	6%	-1.0%[50 µM]	1%	12%
CN(Cc1ccccc1)C(NC(=O)c1ccco1)C(Cl)(Cl)Cl (configuration not stated)	4.2%	1.8%	1%	-12%	-1%	-12%	-0.4%	6%	-11%
CNC(=O)CCc1[nH]c2ccccc2c1Sc1ccccc1	6.4%	-2.1%	1%	-4%	10%	12%	1.7%	-7%	7%
CC(C)(C)C(=O)NC(=S)NNC(=O)c1sc2ccccc2c1Cl	-1.2%	29%	6%	-3%	11%	2%	1.7%[50 µM]	7%	-3%
COC(=O)c1c(NC(C)=O)sc(Cc2ccccc2)c1C	6.4%	2.3%	5%	-2%	25%	-2%	7.5%	20%	-2%
Nc1nc2n(n1)C(c1ccccc1Cl)CC(c1ccc(F)cc1)N2 (configuration not stated)	0.9%	-0.2%	7%	-6%	-15%	-10%	1.9%	4%	9%
O=C(CCCOc1ccc(Cl)cc1)N1CCOCC1	1.7%	-1.9%	13%	2%	6%	-3%	1.8%	7%	17%
O=[N+]([O-])c1ccc(O)c(C=Nc2cccc3ncccc23)c1	0.8%	9.4%	8%	1%	5%	-18%	0.2%	14%	6%

An excerpt from above in order of molecular weight, low to high.
SMILES	RSV CPE inhibition	HIV peptide binding	Rac1 GTP hydrolysis	Dengue-2 NS5 capping	GPR55 LPI antagonism	GPR35 antagonists	UTI89 phage lysis	SV40 large T antigen	Salmonella PhoP GFP	others
O=C(CCCOc1ccc(Cl)cc1)N1CCOCC1	1.7%	-1.9%	13%	2%	6%	-3%	1.8%	7%	17%
O=[N+]([O-])c1ccc(O)c(C=Nc2cccc3ncccc23)c1	0.8%	9.4%	8%	1%	5%	-18%	0.2%	14%	6%
COC(=O)c1ccc(COc2ccc3ccc(=O)oc3c2)o1	0.7%	0.0%	-1%	-5%	8%	6%	-1.0%[50 µM]	1%	12%
COC(=O)c1c(NC(C)=O)sc(Cc2ccccc2)c1C	6.4%	2.3%	5%	-2%	25%	-2%	7.5%	20%	-2%
CSC1=N/C(=C/c2cccnc2)C(=O)N1Cc1ccccc1	1.2%	-0.9%	12%	-2%	0%	7%	0.6%	10%	-4%
CNC(=O)CCc1[nH]c2ccccc2c1Sc1ccccc1	6.4%	-2.1%	1%	-4%	10%	12%	1.7%	-7%	7%
O=C(CN1CCN(Cc2ccccc2)CC1)N/N=C/c1ccco1	.	-0.9%	6%	-3%	9%	6%	0.3%	14%	.
Nc1nc2n(n1)C(c1ccccc1Cl)CC(c1ccc(F)cc1)N2 (configuration not stated)	0.9%	-0.2%	7%	-6%	-15%	-10%	1.9%	4%	9%
Cc1ccc(N2CCN(CCCN3C(=O)C4CCCN4C3=O)CC2)cc1 (configuration not stated)	0.7%	0.9%	12%	-3%	-3%	5%	2.8%[50 µM]	12%	7%
CN(Cc1ccccc1)C(NC(=O)c1ccco1)C(Cl)(Cl)Cl (configuration not stated)	4.2%	1.8%	1%	-12%	-1%	-12%	-0.4%	6%	-11%
CC(C)(C)C(=O)NC(=S)NNC(=O)c1sc2ccccc2c1Cl	-1.2%	29%	6%	-3%	11%	2%	1.7%[50 µM]	7%	-3%
COc1cc(CNc2ccc(CNc3ncn[nH]3)cc2)ccc1OCc1ccccc1	13%	0.1%	6%	1%	-5%	4%	1.9%	15%	29%

Remaining list, next part.
SMILES	RSV CPE inhibition	HIV peptide binding	Rac1 GTP hydrolysis	Dengue-2 NS5 capping	GPR55 LPI antagonism	GPR35 antagonists	UTI89 phage lysis	SV40 large T antigen	Salmonella PhoP GFP	others
O=C(/C=C/c1ccccc1Cl)N(Cc1ccc(Cl)cc1)C1CCS(=O)(=O)C1 (configuration not stated)	12%	0.2%	7%	0%	-5%	-12%	2.4%	10%	-5%
CCOc1ccc(-n2c(=O)c3sccc3n(CC(=O)Nc3cccc(OC)c3)c2=O)cc1	-0.9%	2.8%	2%	-1%	-1%	-2%	-0.4%[50 µM]	16%	-4%
Cc1ccc(C)c(NC(=S)NC(NC(=O)Cc2cccc3ccccc23)C(Cl)(Cl)Cl)c1 (configuration not stated)	-0.6%	-1.5%	2%	-4%	11%	19%	-0.3%	-2%	-2%
CCc1nnc(NC(=O)c2cc([N+](=O)[O-])ccc2N2CCOCC2)s1	1.6%	.	3%	-2%	.	.	0.4%[50 µM]	15%	-1%
CCn1ccnc1CN(C)C(=O)c1ccc2nc(Cc3ccc(OC)cc3)oc2c1	0.4%	-1.0%	7%	-5%	-6%	-6%	0.0%	9%	5%
CCOc1ccc(S(=O)(=O)N2CCN(c3ccccc3F)CC2)c2cccnc12	?	-3.2%	0%	1%	0%	-2%	1.9%	9%	4%
CN(c1ccccc1)S(=O)(=O)c1cccc2ccccc12	3.7%	-0.5%	11%	-7%	6%	-2%	-0.3%	-2%	1%	Dengue-2 NS5 capping pilot replicate=-3.9
COC(CNC(=O)c1cc(S(=O)(=O)N2CCc3ccccc32)ccc1F)OC	0.7%	1.3%	8%	-3%	1%	23%	0.3%	14%	-7%
O=C(NNC(=O)C1CCCC1)c1ccccc1F	0.6%	1.0%	7%	1%	-18%	29%	0.0%	3%	-3%
Cc1ccc2cc(C)c3nnc(SCC(=O)N4CCCc5ccccc54)n3c2c1C	?	0.0%	.	.	-2%	13%	.	8%	1%
CC1Cc2ccccc2N1C(=O)CSc1nnc(CNc2ccccc2)o1 (configuration not stated)	1.1%	-1.3%	13%	-6%	8%	2%	-0.4%	11%	-2%
CCc1ccccc1NC(=O)CNC(=O)CNC(=O)c1cccs1	0.0%	.	8%	0%	.	.	0.5%[50 µM]	.	.
CC(C)CNc1cc(=O)n(C)c(=O)n1C	0.2%	-1.8%	5%	3%	-1%	3%	-0.7%	-5%	6%
Cc1cc(C(=O)COC(=O)c2ccc[nH]c2=O)c(C)n1-c1ccccc1F	0.6%	-1.8%	13%	-5%	-12%	40%	0.1%	11%	-12%
COCC(C)N1CCC(n2nccc2NC(=O)CCOc2ccccc2)CC1 (configuration not stated)	0.0%	0.9%	9%	-2%	6%	16%	0.0%	9%	8%
COc1ccc(N2CCN(S(=O)(=O)c3ccc4c(c3)OCCO4)CC2)cc1	16%	1.0%	1%	-7%	6%	4%	0.0%	12%	-7%
Cc1ccc([C@@H]2[C@@H]3C(=O)N(c4ccccc4)C(=O)[C@@H]3[C@]3(C)C(=O)N(Cc4ccccc4)CC(=O)N23)o1	-0.1%	0.6%	7%	-6%	6%	9%	0.1%	3%	-3%
COc1cccc(C(=O)NCCS(=O)(=O)NCc2cccnc2)c1	-1.7%	.	2%	-7%	.	.	0.4%[50 µM]	14%	1%
COc1cc(/C=N/N(C)C)ccc1OC(=O)c1ccco1	1.4%	0.3%	5%	-10%	-8%	-13%	-0.1%	19%	2%
COc1ccccc1NC(=O)CCN1C(=O)c2ccccc2C1=O	-0.2%	0.4%	7%	3%	-4%	14%	0.0%	6%	-1%
COc1ccc(-c2[nH]ncc2CN(C)CCCN2CCOCC2)cc1F	-0.7%	-1.6%	2%	-13%	4%	-1%	0.8%	5%	6%
NC(=O)c1ccc(-c2nnn(CC(=O)N(C3CCCCC3)C3CCS(=O)(=O)C3)n2)cc1 (configuration not stated)	0.0%	.	5%	-1%	.	.	0.5%[50 µM]	.	.
O=C(Nc1ccccc1)C1=C(O)CC(c2ccoc2)CC1=Nc1ccccc1 (configuration not stated)	1.2%	20%	7%	2%	16%	10%	1.1%	17%	-5%
Cc1ccc(OCC(=O)Nc2sc3c(c2C#N)CCC3)cc1	0.7%	-1.6%	0%	-3%	-7%	1%	4.2%	-9%	18%
COc1ccc(NC(=O)C(C)N2C(=O)c3ccccc3S2(=O)=O)c(OC)c1 (configuration not stated)	-0.8%	.	-3%	3%	.	.	1.6%[50 µM]	13%	9%
COc1ccc(NC(=O)CCC(=O)OCc2ccc(C(=O)Oc3ccc(Cl)cc3)cc2)cc1	1.8%	-1.4%	7%	-7%	14%	-6%	9.8%	-1%	8%
COc1ccccc1C(=O)NNC(=O)c1ccc(NC(=O)c2ccccc2)cc1	2.1%	-0.7%	5%	-9%	-3%	0%	0.0%	-6%	-7%
CC(O)c1cccc(NC2=CC(=O)CC(C)(C)C2)c1 (configuration not stated)	-0.9%	2.5%	7%	0%	11%	-4%	6.8%	7%	14%
COc1ccc(CCNCc2ccc(OCc3ccccc3)cc2)cc1	17%	-1.0%	-2%	-2%	13%	-17%	-0.1%	6%	4%
CCCn1nnc(NC(=O)c2ccc(Br)cc2)n1	-0.2%	-2.2%	2%	-8%	2%	3%	0.9%[50 µM]	-8%	15%
CCCCC(=O)Nc1ccc(F)c(Cl)c1	0.8%	1.8%	5%	0%	-4%	-6%	0.9%	10%	-1%
Cc1nn(C2CCS(=O)(=O)C2)c(Cl)c1/C=C/C(=O)OCC(=O)N(C)C (configuration not stated)	-0.9%	-1.0%	9%	0%	-7%	3%	1.9%	5%	3%
